# Nrf2 inh: blocks Nrf2 signaling | A549 ARE-Fluc reporter, luciferase luminescence, 18-24 h | Potency, µM (series often up to 46 µM), without a hit: top-dose activity change, negative = inhibition, hits mostly inhibitors | hit rate 2.1% among 360,000 | AID 504444; further: potency means the concentration at half of the fitted maximal effect; on the % scale 0 is the no-effect control and ±100 the full control effect; nearly all actives have a fitted effect of over 60% in size
#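 Cells were seeded and rested 2 h, then exposed to compounds for 18-24 h. CellTiter-Fluor was read first as a viability measure. BugLite was added 15 min before the final luminescent read of ARE-luciferase activity in A549 cells.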
# MmCpn inh: M. maripaludis TRiC chaperonin inhibition. purified Mm-Cpn ATPase, ADP Transcreener TR-FRET. Potency, µM (highest dose often 76.9 µM), inactives show at the highest dose activity, negative = inhibition, actives largely listed as inhibitors. hit rate 0.031% among 330,000. AID 504842; further: potency means the concentration at half of the fitted maximal effect; on the % scale 0 is the no-effect control and ±100 the full control effect; nearly all actives have a fitted effect of over 80% in size
#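 ATPase turnover read by TR-FRET ADP competition (Eu cryptate antibody/ADP-d2, 665/590 nm): 10uM ATP final, 25nM Mm-CPN final, 30 min 37degC after 10-min compound preincubation, pH 7.4 Tris/KCl/MgCl2/DTT buffer.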
# A549 tox: kills or reduces viability of A549 cells in Nrf2 counter-screen | A549 ARE-Fluc cells, CellTiter-Fluor viability, 18-24 h | Potency, µM (series often up to 46 µM), for inactives: at the top dose activity change, negative = cytotoxicity, most hits filed as inhibitors | hit rate 0.16% among 390,000; further: potency means the concentration at half of the fitted maximal effect; on the % scale 0 is the no-effect control and ±100 the full control effect
#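 A549 ARE_Fluc cells in 5% FBS OPTI-MEM were exposed to compounds in concentration-response for 18-24 h at 37 deg C. Viability was read by CellTiter-Fluor fluorescence (Ex 405/Em 525) after 30 min, before the luciferase read.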
# Akt phos inh: Akt phosphorylation inhibition; AID 651550; Neuro2A IGF-stimulated pAkt S473 HTRF, 20 min; stronger effect = lower value; hit rate 0.32% among 360,000; activity change, % for hits at 50 µM; in the data active means activity change below about -80%; inconclusive means mostly about -51% to -80%; further: on the % scale 0 is the no-effect control and ±100 the full control effect
#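 Neuro2A cells in DMEM with 0.5% FBS, overnight at 37 deg C, given compound at single 50 µM final, then IGF (6 nM final) for 20 min at 37 deg C. Lysed; phospho-Akt Ser473 by HTRF after 24 h, 665/615 ratio.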
# TGFb SMAD3 inh: inhibitors of TGF-b signaling; HepG2 CAGA-GFP TGF-b/SMAD3 reporter, GFP fluorescence, 18 h; TGF-beta stimulated, 500 pg/mL final; Potency, µM (doses to about 46.1 µM), for inactives: top-dose activity, negative = inhibition, hits mostly inhibitors; hit rate 1.2% among 410,000; AID 588855; further: potency means the concentration at half of the fitted maximal effect; on the % scale 0 is the no-effect control and ±100 the full control effect; nearly all actives have a fitted effect of over 65% in size
#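 Per well, imaged GFP fluorescence of HEPG2 CAGA-GFP cells gives the signal; cells get compound, then TGF-beta (500 pg/mL final), 18 h at 37 degrees C; %Activity versus -TGF-beta and +DMSO controls.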
# EPAC2 agonist: agonists of human EPAC2 (RAPGEF4) | EPAC2 activation, biochemical qHTS; response scale: 100% = 6.5 mM cAMP response | Potency, µM (series often up to 154 µM), without a hit: at the highest dose activation, hits mostly activators | hit rate 0.079% among 360,000 | Q8WZA2 | AID 720711; further: potency means the concentration at half of the fitted maximal effect; nearly all actives have a fitted effect of over 50% in size
# Target sequence (Q8WZA2 whole entry, looked up): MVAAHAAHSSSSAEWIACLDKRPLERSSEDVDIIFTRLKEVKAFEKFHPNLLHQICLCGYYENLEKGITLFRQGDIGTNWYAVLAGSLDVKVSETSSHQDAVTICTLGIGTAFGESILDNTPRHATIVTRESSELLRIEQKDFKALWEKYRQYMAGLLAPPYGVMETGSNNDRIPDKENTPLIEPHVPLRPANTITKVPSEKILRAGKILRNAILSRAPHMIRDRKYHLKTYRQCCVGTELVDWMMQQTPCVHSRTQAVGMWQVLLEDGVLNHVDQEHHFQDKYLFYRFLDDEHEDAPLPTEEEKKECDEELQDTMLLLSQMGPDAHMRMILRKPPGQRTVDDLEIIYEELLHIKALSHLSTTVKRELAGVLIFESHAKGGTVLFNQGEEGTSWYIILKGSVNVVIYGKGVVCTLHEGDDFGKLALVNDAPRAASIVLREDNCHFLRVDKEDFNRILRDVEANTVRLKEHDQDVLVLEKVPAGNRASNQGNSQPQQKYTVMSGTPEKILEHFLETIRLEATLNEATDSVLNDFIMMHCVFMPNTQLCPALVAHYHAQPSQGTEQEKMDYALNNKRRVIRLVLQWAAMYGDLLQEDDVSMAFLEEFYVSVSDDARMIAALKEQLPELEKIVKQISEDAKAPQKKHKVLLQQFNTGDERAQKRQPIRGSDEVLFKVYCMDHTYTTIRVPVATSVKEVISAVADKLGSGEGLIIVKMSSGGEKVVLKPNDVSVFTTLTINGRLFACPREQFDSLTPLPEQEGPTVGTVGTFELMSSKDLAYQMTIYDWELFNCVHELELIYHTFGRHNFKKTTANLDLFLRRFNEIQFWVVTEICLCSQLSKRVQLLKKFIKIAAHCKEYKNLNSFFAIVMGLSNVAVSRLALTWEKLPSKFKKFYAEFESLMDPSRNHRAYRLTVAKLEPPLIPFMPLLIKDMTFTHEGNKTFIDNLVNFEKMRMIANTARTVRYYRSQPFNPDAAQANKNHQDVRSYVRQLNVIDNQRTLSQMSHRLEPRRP
#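 Compounds were titrated in qHTS against a Rap1B-BODIPY-GDP (250 nM) complex with EPAC2 (100 nM) and GDP (50 uM). BODIPY-GDP release tracked at 480/540 nm over 30 min at room temperature, normalized to 6.5 mM cAMP.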
# EPAC2 antagonist: blocks human EPAC2 exchange factor | EPAC2 GEF exchange of Rap1B-BODIPY-GDP, fluorescence | Potency, µM (highest dose often 114 µM), without a hit: top-dose activity, negative = inhibition, hits mostly inhibitors | hit rate 0.18% among 360,000 | AID 720708; further: potency means the concentration at half of the fitted maximal effect; on the % scale 0 is the no-effect control and ±100 the full control effect; nearly all actives have a fitted effect of over 45% in size; many of its hits are not listed in these tables
# CCT modulator: modulators of cytosolic chaperonin (CCT/TRiC) activity; purified chaperonin ATPase assay, HTRF ADP detection, 30 min; activity change, % (test concentration not listed), hits read low; hit rate 0.3% among 360,000; AID 651819; in the data active means activity change below about -30%; further: on the % scale 0 is the no-effect control and ±100 the full control effect
#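 First, chaperonin was dispensed at 40 nM or 20 nM final depending on batch activity. Next, compounds were pinned at 76 uM and ATP added at 10 uM. After 30 min at 37 °C, ADP detection reagents ran 30 min at ambient temperature.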
# Nrf2 activator: Nrf2 pathway activation. Potency, µM (doses to about 46.1 µM), inactives show at the highest dose activation, most hits filed as activators. hit rate 0.31% among 410,000. AREc32 ARE-luciferase reporter (MCF7-derived line), luminescence, 24 h. AID 624171; further: potency means the concentration at half of the fitted maximal effect; % of control where 0% means no effect; nearly all actives have a fitted effect of over 65% in size
#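 AREc32_Fluc, 1000 cells/well, OPTI-MEM + 5% FBS, o/n 37 deg C 5% CO2; 23 nL cpd by pin tool, 24 hr; Steady-Glo 30 min RT, luminescence.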
# Starred values were filed as active, the others as inactive; i = inactive; ? = inconclusive; . = no result given; & = joins results of further samples; [ ] = dose if it differs, or a comment. Unless noted, the call rests on the fitted dose curve; in most records, active means well fitted curve in the direction sought with a large enough effect; inconclusive means small, poorly fitted or top-dose-only effect, or another doubt; inactive means no such curve, though single readings can be large; an effect the other way counts as inactive or inconclusive.
SMILES,Nrf2 inh,MmCpn inh,A549 tox,Akt phos inh,TGFb SMAD3 inh,EPAC2 agonist,EPAC2 antagonist,CCT modulator,Nrf2 activator
O=C(c1ccccc1Br)N1CCN(c2ccccn2)CC1,-8%,1%,0%,i,34%[activator],3%,-3%,1.9,-0.2%
COc1ccc(-n2c(CNC(=O)COc3ccccc3)n[nH]c2=S)cc1,-3%,0%,-3%,i,9%,-1%,0%,0.1,-0.5%[9.22 µM]
CCC(C)[C@H](NC(=O)Nc1ccc2c(c1)OCCO2)C(=O)O (stereo not given in full),5%,-3%,3%,i,1%,3%,9%,-2.2,-0.4%
Cc1cc(C(=O)OCC(=O)Nc2cccc(S(=O)(=O)N(C)C)c2)c(C)o1,?,1%,-3%,i,-2%,8%,-7%,2.1,0.4%
Cc1cc(C)n(CC(=O)NC2CCCCC2)n1,1%,0%,-5%[1.84 µM],i,-9%,-9%,9%,5.0,-0.4%
Cc1cc(CN(C)C(=O)CC2C(=O)NCCN2Cc2c(F)cccc2Cl)on1 (stereo not given),-17%,-1%,-6%,i,4%,11%,-2%,0.6,4.6%
FC(F)(F)c1nnc(-c2ccccc2)nc1N1CCOCC1,1%,0%,23%,i,25%,10%,-3%,-0.7,-0.4%
O=C(OCn1nnc2ccccc2c1=O)c1ccc2c(=O)n3c(nc2c1)CCC3,6%,-2%,-4%,i,9%,7%,2%,0.3,0.2%
CCCCc1ccc(NC(=O)CC(C)=O)cc1,16%,-3%,-5%,i,0%,-3%,-3%,-1.8,2.3%
COC(=O)CN(C)C(=O)CC1C(=O)NCCN1CC(C)(C)C (stereo not given),1%,-15%,2%,i,-4%,10%,9%,-3.5,0.4%
O=C(CSc1nnc(CNC(=O)c2cccs2)o1)NCC1CCCO1 (stereo not given),-5%,0%,-10%,i,-3%,7%,5%,-1.4,-0.3%
CC(C)(C)Nc1nc(NN)nc(NC(C)(C)C)n1,?,2%,-6%,i,?,-20%,-1%,-0.6,-0.2%
O=C1c2ccccc2C(=O)N1c1cccc2cccnc12,3%&-2%,-2%,-6%&0%,i,0%,-4%,3%,0.1,-0.2%
C=C(C)Cn1c(=O)c2c(nc3n2CCN3c2ccc(F)cc2)n(C)c1=O,-10%,.,-2%,.,0%,.,.,.,0.7%
CCN(CC)CCN(C(=O)/C=C/c1cccs1)c1nc2ccc(F)cc2s1,5%,-3%,1%,.,?,6%,8%,0.6,?
CCNCC(=O)N1c2ccccc2CCc2ccc(NC(=O)OC(C)C)cc21,-8%,2%,-29%,i,?,10%,-2%,1.1,4.0%
O=C(NCc1cccnc1)c1ccc(NC(=O)c2ccc([N+](=O)[O-])cc2)cc1,?,-5%,0%,i,-15%,8%,-4%,-0.1,3.2%
CCOC(=O)C1(C)CCN1C(=O)c1cccnc1Oc1ccccc1 (stereo not given),.,.,.,i,-8%,5%,8%,-2.8,-0.8%
Cc1ccc(-c2cn(S(=O)(=O)c3ccc(C)cc3)nc2N)cc1,.,2%,3%,.,3%,-3%,2%,-0.8,0.2%
O=C(NC1CC(=O)N(c2ccccc2)C1)C1CC1 (stereo not given),6%,-4%,-1%,i,-6%,6%,13%,-0.5,-0.3%
C[C@H]1CNC(=O)c2c(C(=O)N3CCN(C(=O)OC(C)(C)C)CC3)ncn21,.,.,.,i,1%,10%,21%,-2.2,-0.1%
Cc1c(NC(=O)COC(=O)/C=C/c2ccc(Cl)cc2)c(=O)n(-c2ccccc2)n1C,-5%,-3%,3%,i,?,6%,1%,0.1,3.5%
O=C(CSCC(=O)Nc1nc(-c2ccc3c(c2)OCO3)cs1)Nc1nccs1,21µM*,1%,2%,i,-2%,6%,-10%,-0.1,2.8%
O=C(Nc1ccccc1N1CCCC1)c1ccco1,-4%,-1%,-1%,i,10%,4%,-5%,-2.7,0.3%
O=C(c1nc2ccc(Cl)cn2c1CNCCn1ccnc1)N1CCCCCCC1,3%,-1%,-1%,i,-7%,11%,3%,-2.3,0.4%

# The final three records of the part above come first, to join the parts.
SMILES,Nrf2 inh,MmCpn inh,A549 tox,Akt phos inh,TGFb SMAD3 inh,EPAC2 agonist,EPAC2 antagonist,CCT modulator,Nrf2 activator
O=C(CSCC(=O)Nc1nc(-c2ccc3c(c2)OCO3)cs1)Nc1nccs1,21µM*,1%,2%,i,-2%,6%,-10%,-0.1,2.8%
O=C(Nc1ccccc1N1CCCC1)c1ccco1,-4%,-1%,-1%,i,10%,4%,-5%,-2.7,0.3%
O=C(c1nc2ccc(Cl)cn2c1CNCCn1ccnc1)N1CCCCCCC1,3%,-1%,-1%,i,-7%,11%,3%,-2.3,0.4%
CCc1nnc(NC(=O)c2cccc(S(=O)(=O)N3CCN(c4ccccc4)CC3)c2)s1,?,-1%,-21%,i,-10%,0%,1%,0.9,0.2%
O=C(Nc1nccs1)c1ccc(S(=O)(=O)NCC2CCCCC2)cc1,13µM*,1%,-17%,i,?,1%,-2%,-1.0,0.1%
Cc1nnc(SCC(=O)Nc2nonc2C)s1,-29%,3%,2%,i,9%,8%,3%,1.1,0.3%
Nc1[nH]c(C(=O)c2ccccc2)c(-c2ccccc2Br)c1C(=O)c1ccccc1,.,.,.,i,.,2%,8%,-3.2,4.3%
Clc1ccccc1CNc1ncnc2c1nc1n2CCCC1,?,.,2%,.,?,.,.,.,4.7%
COc1ccccc1-c1c(C)nn2c(C)c(C(C)=O)cnc12,2%,-1%,0%,i,-10%,1%,3%,-1.0,0.4%
CCOc1ccc(C(=O)Nc2ccc(N3CCN(C)CC3)cc2)cc1,6%,0%,1%,i,3%,7%,-2%,1.8,7.2%
O=C1NC[C@H](c2ccccc2)OC(=O)[C@H](Cc2ccc(F)cc2)C/C=C\C[C@H]1CC(=O)N(CCO)Cc1ccccc1,-19%,2%,-17%,i,?,4%,-6%,0.2,-6.2%
COc1ccccc1NC(=O)NCCCCc1ccccc1,-6%,-7%,7%,i,-5%,-1%,-16%,1.5,0.4%
CCCS(=O)(=O)N1CC(=O)N(c2ccc(Cl)cc2C)C(C)(C(=O)NC2CCCC2)C1 (stereo not given),?,.,14%,.,-23%,.,.,.,1.7%
CC(=O)N1C(=O)C2(C(C#N)=C(N)Oc3c2c(C)nn3-c2ccccc2)c2ccccc21 (stereo not given),-19%,-5%,-7%,i,?,11%,-2%,0.3,8.7%
CCCOc1cccc(C(=O)N2CCCCC2CCN2CCCCC2)c1 (stereo not given),4%,.,-2%,.,-17%,.,.,.,-0.8%
Cc1csc(Nc2ccc(C(=O)O)cc2)n1,?,-3%,-3%,i,7%,0%,5%,-0.3,0.5%
Cc1cccc(C(C)C)c1NC(=O)C(C)OC(=O)Cn1cnc2c1c(=O)n(C)c(=O)n2C (stereo not given),15%,-1%,1%,i,7%,9%,6%,-20,-0.4%
CCOC(=O)C1C(=O)NC(N2CCN(CC)CC2)=NC1c1ccccc1 (stereo not given),3%,1%,8%,i,-2%,-2%,-3%,-2.8,-0.7%
O=C(CCCC(=O)OCC(=O)c1ccc(Cl)cc1Cl)Nc1cc(C(F)(F)F)ccc1Cl,14%,-4%,14%,i,-2%,6%,-5%,-3.1,1.9%
Cc1ccc(-c2cc(C(F)F)nc(S(C)(=O)=O)n2)cc1,?,-2%,?,i,?,12%,-26%,1.3,-2.3%
CCCNC(=O)COC(=O)C1CCN(S(=O)(=O)c2ccc3c(c2)OCCO3)CC1,-10%,0%,-6%,i,-5%,-1%,1%,-3.1,0.3%
CCOc1ccccc1N(C)C(=O)Cn1nc(Cc2cccnc2)c2ccccc2c1=O,-14%,.,0%,.,-5%,.,.,.,-0.2%
CCOc1cc(C(=O)Nc2ccc3c(c2)OCO3)ccc1OC(F)F,?,0%,2%,i,-32%,11%,-2%,0.4,0.8%
O=C(COC(=O)C(O)c1ccccc1)c1ccc2c(c1)OCCO2 (stereo not given),?,-1%,1%,i,-1%,?,63%[activator][57.1 µM],-39*,-0.1%
OC(COC(c1ccc(F)cc1)c1ccc(F)cc1)CN1CCc2ccccc2C1 (stereo not given),16%,0%,-2%,i,?,-1%,-4%,-3.4,3.0%
Cc1ccc(NC(=O)CN2C(=O)NC3(CCCc4ccccc43)C2=O)c(C)c1 (stereo not given),-6%,1%,4%,i,0%,5%,7%,5.2,0.7%
C=C(c1cn(C(C)=O)c2ccccc12)c1cn(C(C)=O)c2ccccc12,0%,.,2%,i,-7%,1%,-16%,0.2,2.3%
COc1ccc(C(C)(C)C)cc1NC(=O)c1cc(S(=O)(=O)N(C)C)ccc1N1CCCC1,-6%,-3%,6%,i,8%,-4%,-4%,0.3,4.0%
COc1cccc(C(=O)N2CCCc3ccccc32)c1,0%,-1%,1%,i,-11%,9%,13%,-1.3,-0.5%
COCCn1c(=S)[nH]c2cc(C(=O)N3CCC(C(N)=O)(N4CCCCC4)CC3)ccc2c1=O,.,1%,0%,.,-4%,2%,9%,-3.4,0.1%
COc1ccc(CN2CCNC(=O)C2CC(=O)NCc2csc(C)n2)c(F)c1 (stereo not given),2%,0%,4%,i,6%,-2%,5%,-1.1,0.1%

# Of the compounds above, these contain an aryl thioether with sulfur outside any ring:
SMILES,Nrf2 inh,MmCpn inh,A549 tox,Akt phos inh,TGFb SMAD3 inh,EPAC2 agonist,EPAC2 antagonist,CCT modulator,Nrf2 activator
O=C(CSc1nnc(CNC(=O)c2cccs2)o1)NCC1CCCO1 (stereo not given),-5%,0%,-10%,i,-3%,7%,5%,-1.4,-0.3%
Cc1nnc(SCC(=O)Nc2nonc2C)s1,-29%,3%,2%,i,9%,8%,3%,1.1,0.3%

# Not all compounds are listed. The share of hits here may be higher or lower than overall.
